Gli-Sufu block: blocks Gli-Sufu signaling in a luciferase reporter; inhibition, % at 5 µM; Sufu-KO-LIGHT fibroblasts, Gli luciferase reporter luminescence; actives 0.74% (n = 340,000);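 active means inhibition above about 55%, limit read from the data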;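 further: 0% = DMSO-treated cells and 100% = wells with medium but no cells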
EBI2 block: blocks human EBI2 receptor beta-arrestin signaling. EBI2 beta-arrestin recruitment, luminescence, 7a,25-OHC stimulated. inhibition, % at 5 µM. actives 0.81% (n = 360,000). AID 651636; in the data active means inhibition above about 38%;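 further: enzyme fragment complementation signal reports receptor beta-arrestin coupling in cells; 0% = agonist plus DMSO wells and 100% = wells without agonist; some results beyond the cut were filed as inactive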
APJ antag: antagonists of human APJ apelin receptor | actives 0.32% (n = 330,000) | CHO-K1 APJ beta-arrestin complementation, luminescence | inhibition, % at 20 µM | P35414 | AID 2521;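 active means inhibition above about 40% at 20 µM, limit read from the data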;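 further: cells challenged with 10 nM apelin-13 agonist together with compound; plate controls were apelin-13 plus DMSO wells for no effect and DMSO wells lacking apelin-13 for full effect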
Target sequence (P35414 whole entry, looked up): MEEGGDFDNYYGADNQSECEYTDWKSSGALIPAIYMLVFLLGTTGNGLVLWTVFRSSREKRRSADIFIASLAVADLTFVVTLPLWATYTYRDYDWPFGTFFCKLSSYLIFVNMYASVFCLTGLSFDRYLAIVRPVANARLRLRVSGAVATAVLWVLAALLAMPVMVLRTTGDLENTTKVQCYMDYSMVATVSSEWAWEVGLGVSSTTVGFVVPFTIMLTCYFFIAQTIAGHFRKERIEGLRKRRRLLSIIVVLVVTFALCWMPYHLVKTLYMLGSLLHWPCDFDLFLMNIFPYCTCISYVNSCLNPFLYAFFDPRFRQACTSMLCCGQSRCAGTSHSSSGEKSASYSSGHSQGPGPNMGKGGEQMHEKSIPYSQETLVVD
697 NFkB inh: inhibitors of the PMA/ionomycin-induced NF-kB reporter in 697 B cells | actives 0.33% (n = 330,000) | inhibition, % at 4 µM | 697 B-cell NF-kB luciferase reporter, 16 h; in the data active means inhibition above about 35%
Jurkat NFkB inh: lowers PMA/ionomycin-induced NF-kB signal in Jurkat cells. inhibition, % at 4 µM. actives 0.53% (n = 330,000). PMA/ionomycin-induced NF-kB luciferase reporter, luminescence. AID 435003; in the data active means inhibition above about 50%
UBC13 inh: inhibitors of human UBC13 polyubiquitin chain formation; inhibition, % at 20 µM; P61088; TR-FRET; actives 0.47% (n = 330,000); AID 485273; in the data active means inhibition above about 45%, passing the limit was not always enough
Target sequence (P61088 whole entry, looked up): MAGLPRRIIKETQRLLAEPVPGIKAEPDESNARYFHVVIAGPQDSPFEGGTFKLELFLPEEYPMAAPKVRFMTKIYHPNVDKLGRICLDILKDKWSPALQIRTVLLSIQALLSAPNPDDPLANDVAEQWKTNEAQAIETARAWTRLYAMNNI
CCR6 antag: blocks CCL20-driven beta-arrestin recruitment at human CCR6 | P51684 | CHO-K1 CCR6 PathHunter beta-arrestin, luminescence, CCL20-stimulated | inhibition, % at 20 µM | actives 0.49% (n = 340,000);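 active means compounds whose inhibition of the agonist-driven luminescence signal at 20 µM reaches about 50%, limit read from the data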;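 further: cells stimulated with CCL20 at 14 nM final; plate controls were DMSO with CCL20 for no effect and DMSO without agonist for full effect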
CXCR6 inh: CXCR6 (human) receptor inhibition; actives 0.36% (n = 360,000); O00574; CHO-K1 PathHunter CXCR6 beta-arrestin, luminescence; inhibition, % at 20 µM; in the data active means inhibition above about 34%, passing the limit was not always enough;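 further: antagonist mode with CXCL16 agonist at 10 nM final; 0% = 10 nM CXCL16 with DMSO and 100% = unstimulated wells without agonist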
Target sequence (O00574 whole entry, looked up): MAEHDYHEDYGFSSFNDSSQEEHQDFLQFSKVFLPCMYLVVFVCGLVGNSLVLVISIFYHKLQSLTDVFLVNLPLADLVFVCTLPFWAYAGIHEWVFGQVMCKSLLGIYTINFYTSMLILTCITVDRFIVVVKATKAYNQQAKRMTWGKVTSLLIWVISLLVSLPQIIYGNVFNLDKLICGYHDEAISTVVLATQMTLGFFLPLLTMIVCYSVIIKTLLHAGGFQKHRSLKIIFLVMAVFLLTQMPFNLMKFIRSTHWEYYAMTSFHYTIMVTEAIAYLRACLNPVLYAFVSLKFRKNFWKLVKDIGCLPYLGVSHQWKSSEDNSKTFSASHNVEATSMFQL
* hit, by the source's call; / = not tested or not shown.

The line under a structure holds: Gli-Sufu block	EBI2 block	APJ antag	697 NFkB inh	Jurkat NFkB inh	UBC13 inh	CCR6 antag	CXCR6 inh
CCOC(=O)N1CCN(Cc2nc3c(c(=O)[nH]c(=O)n3C)n2Cc2cc(C)ccc2C)CC1
    -1	0	-3	-23	-2	-11	13	-7
Cc1ccc(NC(=O)C2CCN(C(=O)c3ccccc3C)CC2)nc1
    -6	3	21	13	2	-2	4	-3
O=C(O)c1cccc(Sc2cc(Cl)ccc2C(=O)O)c1
    -25	-7	7	12	6	-22	10	3
CCC1(C)Cc2ccccc2-c2c1c(=O)n(Cc1ccccc1)c1nnnn21 (stereo unspecified)
    75*	16	2	-34	-7	-4	-13	11
CCOc1nc(-c2ccccc2)ccc1-c1noc(-c2ccncc2)n1
    9	40	-1	3	8	1	-8	1
COc1cccc(NC(=O)CSc2nnc(Cn3nnc4ccccc43)n2C)c1
    0	-6	0	11	-7	-2	-27	1
COc1ccccc1OCCOCCOc1ccccc1Cl
    1	0	-11	2	7	-6	23	8
c1ccc2c(c1)OCc1cn[nH]c1-2
    3	15	-3	2	-10	7	-2	4
Cc1ccc(NC(=O)C2CC(=O)N/C(=N/N=C/c3ccco3)S2)cc1 (stereo unspecified)
    24	-6	0	-3	6	9	4	4
COC(=O)[C@@H]1C[C@@H]2CC[C@@H](O)C[C@@H]2N1Cc1ccc(C(F)(F)F)cc1
    -5	-7	-59	18	-11	-9	7	-1
NC(C(=O)O)C1ON=C(Cl)C1O (stereo unspecified)
    -14	-6	/	/	/	/	2	-6
CCCc1nnc(SCC(=O)Nc2ccccc2Cl)n1CC1CCCO1 (stereo unspecified)
    -2	-4	2	-6	-15	-1	6	0
C=CCNC(=O)/C(C#N)=C/c1ccc(C(=O)O)cc1
    -5	-12	-18	12	-12	-12	-12	-6
c1ccn2c(SCc3cn4ccsc4n3)nnc2c1
    -49	-7	14	-45	-56	-4	-3	-5
Cn1c(=O)c2c(nc(CN3CCN(c4ccc(F)cc4)CC3)n2Cc2ccccc2F)n(C)c1=O
    16	0	-5	-47	2	6	-3	4
COc1cc(/C=N/O)ccc1Oc1cnccn1
    -1	-3	16	18	11	2	3	-5
CC[C@]12c3[nH]c4cc(-c5ccco5)ccc4c3CCN1C(=O)[C@@H](CC(=O)NCCc1ccccn1)C[C@@H]2C(=O)N1CCN(C(=O)c2ccco2)CC1
    3	-2	/	9	/	/	4	-10
N#Cc1c(-c2ccccc2)nc(SCc2cccc(C(F)(F)F)c2)[nH]c1=O
    3	2	6	-2	2	26	7	-4
Cc1cccc(C(=O)N[C@H](C(=O)Nc2nccs2)C(C)C)c1
    -6	-19	-1	4	-3	-7	8	4
CN(C)S(=O)(=O)c1cccc(NC(=O)c2ccc3c(c2)S(=O)(=O)N=C2CCCCCN23)c1
    /	-4	13	19	1	2	/	-1

The results go on.
The line under a structure holds: Gli-Sufu block	EBI2 block	APJ antag	697 NFkB inh	Jurkat NFkB inh	UBC13 inh	CCR6 antag	CXCR6 inh
COc1cc(/C=N/NC(=O)c2cc(C34CC5CC(CC(C5)C3)C4)[nH]n2)ccc1O
    0	0	16	18	14	-6	-11	-7
Cc1cc(O)c(/C=N/c2ccccn2)c(=O)o1
    -9	-6	-8	16	-10	1	-1	-5
Cc1cc(C)nc(/N=c2/ssnc2Cl)c1
    4	33	-7	12	-3	-30	13	0
CC(C)CC(=O)NN1CCCCC1
    15	3	-12	-1	-12	0	12	3
O=C(NCCCCCNC(=O)c1ccccn1)c1ccccn1
    -14	5	-6	3	-1	-15	1	-3
CCCCn1c(N)c(N(CC(C)C)C(=O)c2ccc(N(C)S(=O)(=O)c3ccc(C)cc3)cc2)c(=O)[nH]c1=O
    -4	-2	6	23	-2	4	8	8
C/C(=N\NC=O)c1ccncc1
    5	2	18	1	4	0	7	-8
Cn1nnnc1SCCNC(=O)C1CCC(=O)N(Cc2ccc(Cl)cc2)C1 (stereo unspecified)
    6	-11	-13	-34	-14	-7	12	-1
CCc1c(C)sc(NC(NC(C)=O)(C(=O)OC)C(F)(F)F)c1C#N (stereo unspecified)
    -3	-2	-3	14	14	11	-6	1
Cc1ccc(Nc2nc3ccccc3c(=O)s2)cc1C
    0	-6	-10	4	-7	20	16	2
CCn1cc(S(=O)(=O)CC(=O)Nc2ccc(C)cc2)c2ccccc21
    3	-4	4	5	-19	0	-4	3
NC(=O)Cc1ccc(C(=O)CSc2nnc(-c3ccncc3)n2C2CC2)s1
    10	0	-11	8	3	-12	-1	-11
O=C(NCc1ccncc1)c1cccc(NS(=O)(=O)c2ccc(F)c(F)c2)c1
    -1	10	-3	12	9	10	14	1
COc1cc(OC)c(NC(=O)CCc2nc(-c3ccc(C)cc3)no2)cc1Cl
    -3	10	12	4	8	5	2	11
CCCOc1ccc(N2C(=O)CC(NCCNc3ccc([N+](=O)[O-])cn3)C2=O)cc1 (stereo unspecified)
    5	13	5	-8	-4	-6	2	8
CC(=O)c1ccc(S(=O)(=O)N2CCC(Oc3ccc(-n4cnnn4)cc3)CC2)cc1
    1	3	14	8	16	0	7	-1
COc1cccc(-c2csc(NC(C)=O)n2)c1
    -51	-3	-20	-78	-78	-6	12	-4
Cc1ccccc1OCC(=O)Nc1ccccc1C(=O)NC1CC1
    -7	8	-5	-13	-5	-1	15	-7
CCCCN1C(=O)C(=O)NC[C@@H]1CCCCN
    -13	-17	-3	3	-5	-6	-7	-4
O=C1CSc2ccccc2N1Cc1ccc(F)cc1
    0	5	8	-34	-13	-1	14	-2

Next section.
The line under a structure holds: Gli-Sufu block	EBI2 block	APJ antag	697 NFkB inh	Jurkat NFkB inh	UBC13 inh	CCR6 antag	CXCR6 inh
CN(C)CCNC(=O)c1cc(Sc2ccc(F)cc2)nc2ccccc12
    /	/	14	1	16	2	/	/
CCc1ccc(S(=O)(=O)Nc2ccc(O)c3c(=O)cc(-c4ccccc4Cl)oc23)cc1
    12	22	14	-7	-8	-12	22	6
O=C(O)CC1=C(c2ccc(F)cc2)CCC1=O
    0	-3	-3	12	3	2	-11	1
O=C(Nc1ccc(Cl)cc1)N1CCC(c2ccccc2)C1 (stereo unspecified)
    -105	87*	-6	-153	-122	5	19	2
COc1cccc(-c2nnc3sc(-c4ccccc4)nn23)c1
    -35	-6	-14	-32	-17	5	-20	0
C[C@H](CO)N1C[C@H](C)[C@@H](CN(C)S(=O)(=O)c2ccc(F)cc2)Oc2ccc(NC(=O)c3ccncc3)cc2C1=O
    9	-5	1	8	-9	-19	-4	-5
NNC(=O)c1cccc(COc2ccccc2Br)c1
    -151	0	-5	-73	-41	-7	-10	-8
COc1cc(/C=C/C(=O)OCC(=O)NC2CCCCCCC2)ccc1O
    -9	3	-12	-9	12	-5	15	-3
Cc1nnc(SCCn2c(Br)nc3c2c(=O)n(C)c(=O)n3C)s1
    4	3	14	12	14	8	-6	6
O=[N+]([O-])c1ccc(NC(c2ccccc2)c2ccc3cccnc3c2O)cc1 (stereo unspecified)
    70*	-13	/	/	/	/	14	7
Nc1n[nH]c(N)c1N=Nc1ccc(Cl)cc1
    -26	2	10	5	-12	-22	13	10
COc1ccccc1CNC(=O)COC(=O)c1cc2ccccc2o1
    3	-4	5	6	3	9	4	1
Cc1cc(C)n2nc(C(=O)NCc3cccc(C(F)(F)F)c3)nc2n1
    0	-5	4	9	-10	-18	0	2
Cc1cccc(NCc2nc(-c3ccccc3)no2)c1
    -26	1	0	-17	-23	8	0	-2
Cc1cccc(NC(=S)NC(=O)c2ccc(-c3ccccc3)cc2)n1
    -49	10	24	-101	-98	0	19	10
Cc1cc(NC(=O)CS(=O)(=O)c2cn(C)c3ccccc23)no1
    -2	-5	-9	11	3	-1	9	-1
O=C(Cn1cnc2c(nnn2Cc2ccc(F)cc2)c1=O)Nc1ccccc1
    -1	1	-5	12	9	20	1	2
CC1CCCCN1C(=S)NC(=O)c1cccs1 (stereo unspecified)
    5	-11	6	7	15	24	-4	-4
O=C1NC(=Nc2cccc(O)c2)S/C1=C\c1cccnc1
    -1	31	-21	22	2	4	8	7
O=C(COC(=O)c1ccc[nH]c1=O)NC1CCCCC1
    4	-5	-16	11	-13	-7	3	4

Next section:
The line under a structure holds: Gli-Sufu block	EBI2 block	APJ antag	697 NFkB inh	Jurkat NFkB inh	UBC13 inh	CCR6 antag	CXCR6 inh
N/C(=N\OC(=O)CCCCCN1C(=O)c2ccccc2C1=O)c1ccccc1
    -7	8	-23	-14	-8	10	4	1
CC(NCC(O)COCc1ccc(Cl)cc1)c1ccccc1 (stereo unspecified)
    26	-2	4	-2	10	20	-3	0
CCOc1ccc(S(=O)(=O)N2CCCCC2)cc1NC(=O)c1c(CC)noc1C
    5	-1	18	19	11	2	19	-1
C=C(C)Cn1c(-c2ccc(OC)cc2)nc2ccccc21
    -3	5	16	-11	-8	-11	3	5
Cc1cnc(C(=O)NC2CCSc3ccccc32)cn1 (stereo unspecified)
    -4	-3	-2	16	10	0	1	-2
CN1CCN(C(=O)c2cc(-c3ccco3)on2)CC1
    -6	-5	9	6	6	-3	-12	0
Cc1ccc2oc(C(=O)NCC3CCOCC3)c(C)c2c1
    -9	10	-2	0	-29	5	-5	1
COc1ccccc1NC(=O)C(C)OC(=O)Cc1ccsc1 (stereo unspecified)
    0	-1	27	2	-11	6	13	-1
CN(CCCNC(=O)c1ccc(CS(=O)c2ccc(Br)cc2)o1)Cc1ccccc1 (stereo unspecified)
    11	-11	-1	13	-1	8	-1	6
CC(C)CN1CCN(CCCOC(=O)Nc2cccc3ccccc23)CC1C (stereo unspecified)
    8	-1	/	/	/	/	12	-2
COc1ccccc1-c1nn2c(-c3ccco3)nnc2s1
    -39	3	5	-122	-95	1	-4	2
C/C(=N\NC(=O)C1CC1)c1ccc(C)cc1C
    6	-4	20	-5	18	2	9	2
Cc1c(C(=O)N2CCN(c3ccccc3)CC2)sc2ncnc(N3CCC(C)CC3)c12
    /	/	-24	10	4	-2	/	/
O=C(Cn1nnc(-c2cccc(C(F)(F)F)c2)n1)NC(=O)NCc1ccco1
    -1	3	-30	11	7	4	-18	4
N#Cc1ccc(Oc2ccc(C(F)(F)F)cc2NC(=O)c2ccc(F)cc2)cc1
    7	7	11	15	-4	4	15	8
COc1ccccc1Oc1nc(-c2cccnc2)nc2ccccc12
    -11	10	-13	4	-15	-1	12	10
COc1cc(NC(=O)N2CCOCC2)cc(OC)c1
    -16	2	-6	16	-11	-1	-3	1
Cc1cccn2c(=O)nc(SCC(=O)NC3CCCCC3)nc12
    8	-6	-19	20	7	0	0	-5
CCCCN1C(=O)NC2NC(=O)NC21 (stereo unspecified)
    -4	-1	3	13	1	1	-6	7
CCCCc1c(C)c2cc(C)ccc2[nH]c1=O
    -2	-5	6	-20	-13	1	-6	-15

Grouped by structure: the entries above with a nitro group on carbon (2)
The line under a structure holds: Gli-Sufu block	EBI2 block	APJ antag	697 NFkB inh	Jurkat NFkB inh	UBC13 inh	CCR6 antag	CXCR6 inh
CCCOc1ccc(N2C(=O)CC(NCCNc3ccc([N+](=O)[O-])cn3)C2=O)cc1 (stereo unspecified)
    5	13	5	-8	-4	-6	2	8
O=[N+]([O-])c1ccc(NC(c2ccccc2)c2ccc3cccnc3c2O)cc1 (stereo unspecified)
    70*	-13	/	/	/	/	14	7

Continuation:
The line under a structure holds: Gli-Sufu block	EBI2 block	APJ antag	697 NFkB inh	Jurkat NFkB inh	UBC13 inh	CCR6 antag	CXCR6 inh
CN(C)/C=C1/OC(=O)C(C#N)=C1c1ccc(Cl)cc1
    1	9	2	14	-11	2	13	1
COc1ccccc1N1CCN(C2CCCN(C(=O)Cn3cccn3)C2)CC1 (stereo unspecified)
    2	-12	-1	-30	-1	1	-10	-1
COc1cccc(/C=N/NC(=O)CNC(=O)C(c2ccccc2)c2ccccc2)c1O
    9	19	3	-12	31	9	10	6
O=C(CSc1nnc(CNc2ccc(F)cc2)o1)N1CCN(C(=O)c2ccco2)CC1
    7	-5	10	0	-11	-3	1	1
CC1(C)Cc2cccc(Oc3ccc(S(=O)(=O)N4CCCC4)cn3)c2O1
    -2	-6	9	-9	-6	-2	8	-5
O=C(CCN1CCOCC1)c1ccc(Br)cc1
    5	-3	-15	17	4	10	6	-2
CCOc1ccc(-n2ccnc2SCC(=O)NCc2ccc3c(c2)OCO3)cc1
    33	1	14	-8	-3	5	12	-6
CN1/C(=C\C(=O)Nc2ccc(Br)cc2)C(C)(C)c2ccccc21
    -8	-3	-5	-5	-10	16	25	0
